Screening data: PubChem BioAssay, National Center for Advancing Translational Sciences (NCATS)
CXXC DNA block: MLL CXXC-DNA interaction inhibition; MLL-CXXC / FITC-HOXA9 DNA fluorescence polarization; Potency, µM (series often up to 115 µM), for the others: at the top dose activity change, negative = inhibition, actives largely listed as inhibitors; AID 2662; Q03164; hit rate 0.037% among 290,000; active means well fitted inhibition curve with a large enough effect in the polarisation, with a control signal flat, not every such curve was filed as active; inconclusive means small, poorly fitted or top-dose-only effect, or effect the other way, or a change in a side signal; inactive means no such curve, though single readings can be large or run the other way; the % refers to the polarisation; further: potency means the concentration at half of the fitted maximal effect
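Fluorescence polarization: 7 uM MLL-CXXC (stock) preincubated 5 min with compounds, then 50 nM fluorescein-HOX-A9 DNA (stock) added; 30 min ambient. Buffer 50 mM Tris-HCl pH 7.5, 50 mM NaCl, 1 mM DTT, 0.05% BSA.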
Menin-MLL TR inh: menin-MLL binding inhibition, Texas Red mutant peptide; Potency, µM (top dose mostly 61.6 µM), for the others: at the top dose FP activity change, negative = inhibition, usual class: inhibitors; AID 1768; hit rate 0.23% among 270,000; O00255; Menin + Texas Red MLL mutant peptide, fluorescence polarization; active means well fitted inhibition curve with a large enough effect in the polarisation, with a control signal flat, not every such curve was filed as active; inconclusive means small, poorly fitted or top-dose-only effect, or effect the other way, or a change in a side signal; inactive means no such curve, though single readings can be large or run the other way; the % refers to the polarisation; further: potency means the concentration at half of the fitted maximal effect; % of control where 0% means no effect; many of its hits are not listed in these tables
Target sequence (O00255 whole entry, looked up): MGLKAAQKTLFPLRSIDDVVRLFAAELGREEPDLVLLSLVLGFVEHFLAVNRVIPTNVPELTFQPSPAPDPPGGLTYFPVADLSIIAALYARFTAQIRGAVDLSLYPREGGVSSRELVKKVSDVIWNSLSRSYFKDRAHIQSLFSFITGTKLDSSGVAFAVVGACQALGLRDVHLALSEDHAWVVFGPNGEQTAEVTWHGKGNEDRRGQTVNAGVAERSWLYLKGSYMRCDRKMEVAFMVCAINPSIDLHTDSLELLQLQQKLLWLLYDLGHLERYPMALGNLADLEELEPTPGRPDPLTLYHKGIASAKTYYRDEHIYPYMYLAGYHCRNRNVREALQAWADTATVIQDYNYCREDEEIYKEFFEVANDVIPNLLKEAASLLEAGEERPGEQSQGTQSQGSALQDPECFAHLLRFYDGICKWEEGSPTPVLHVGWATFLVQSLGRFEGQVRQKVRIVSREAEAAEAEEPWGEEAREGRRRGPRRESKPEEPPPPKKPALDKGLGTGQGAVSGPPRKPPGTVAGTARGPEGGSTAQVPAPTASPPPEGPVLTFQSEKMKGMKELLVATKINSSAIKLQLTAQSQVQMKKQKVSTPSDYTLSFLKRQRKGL
B2AR arrestin: agonists driving beta-arrestin recruitment to human beta2-adrenergic receptor; P07550; beta-arrestin recruitment to beta2AR, cell-based reporter; hit rate 0.02% among 330,000; Potency, µM (highest dose often 46.1 µM), inactives show top-dose activation, most hits filed as activators; AID 492947;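 further: potency means the concentration at half of the fitted maximal effect; 0% = DMSO controls and full agonism = EC100 isoproterenol or metaproterenol; nearly all actives have a fitted effect of over 65% in size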
Target sequence (P07550 whole entry, looked up): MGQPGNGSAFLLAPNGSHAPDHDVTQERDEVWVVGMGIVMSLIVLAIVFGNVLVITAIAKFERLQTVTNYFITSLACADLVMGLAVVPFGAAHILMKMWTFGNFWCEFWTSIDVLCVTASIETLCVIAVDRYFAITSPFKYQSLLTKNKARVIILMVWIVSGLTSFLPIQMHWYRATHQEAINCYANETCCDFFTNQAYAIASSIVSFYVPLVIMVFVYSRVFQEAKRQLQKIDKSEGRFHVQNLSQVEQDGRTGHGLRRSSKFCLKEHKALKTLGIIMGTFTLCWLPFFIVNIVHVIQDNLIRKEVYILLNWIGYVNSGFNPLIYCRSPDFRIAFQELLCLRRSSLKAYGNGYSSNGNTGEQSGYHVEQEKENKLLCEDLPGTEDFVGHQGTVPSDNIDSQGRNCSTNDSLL
USP2a block: USP2a (human) protease inhibition; USP2 core, Ub-CHOP2 coupled fluorogenic reporter, 485/531; Potency, µM (top dose mostly 38.3 µM), for inactives: at the top dose activity change, negative = inhibition, usual class: inhibitors; hit rate 0.01% among 330,000; AID 463254;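 further: potency means the concentration at half of the fitted maximal effect; plate controls were DMSO wells for no effect and full inhibition by NEM control for full effect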
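USP2 core (10nM final) preincubated 30min RT with compound in 20mM Tris-HCl pH 8.0, 2mM CaCl2, 2mM beta-mercaptoethanol, 0.05% CHAPS; 25nM Ub-CHOP2 plus 25nM reporter substrate added, fluorescence (Ex485/Em531) read after 60min.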
KCNH2 3.1 inh: inhibitors of human KCNH2 3.1 potassium channel isoform. U2OS KCNH2 3.1, thallium flux FluxOr; active compounds read low. activity change, % (tested at about 1.8 µM). hit rate 0.95% among 340,000. AID 720553;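 active means maximum activity change below -70%; inconclusive means maximum activity change from -70% to -50%; inactive means maximum activity change above -50%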;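 further: thallium influx rate constant from kinetic fluorescence after stimulation buffer; on the % scale 0 is the no-effect control and ±100 the full control effect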
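U2OS cells transduced with KCNH2 3.1 mutant virus (1.77 x 10^8 /mL, 4 h), plated overnight at 37 C, loaded 45 min with FluxOr dye plus Red40 quencher. Thallium flux rate constant from kinetic reads after stimulation buffer, normalised to controls.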
Giardia kill: kills Giardia lamblia | Giardia lamblia trophozoite viability | activity change, % at 7.66 µM, hits read low | hit rate 0.15% among 340,000; in the data active means activity change below about -80%; inconclusive means between about -30% and that limit;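 further: parasites exposed to compound for two days anaerobically before the ATP read; on the % scale 0 is the no-effect control and ±100 the full control effect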
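Anaerobic 48 hrs incubation at 37 deg C of 100 trophozoites/well with test compounds; ATPLite 1-Step luminescence, 15-30 min RT, reports cellular ATP as viability.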
PKM2 activator: PKM2 (human) enzyme activation; hit rate 0.34% among 260,000; purified PKM2, Kinase-Glo ATP luminescence, activation; response scale: 0% is enzyme alone, no compound; P14618; Potency, µM (series often up to 57.5 µM), inactives show top-dose activation, usual class: activators; further: potency means the concentration at half of the fitted maximal effect; on the % scale 0 is the no-effect control and ±100 the full control effect; nearly all actives have a fitted effect of over 55% in size
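Kinase-Glo luminescence reports ATP generated from ADP (0.1 mM) and PEP (0.5 mM) by purified hPK-M2 after 1 h at room temperature, pH 7.2 imidazole buffer; intermediate enzyme activity allows detecting inhibitors and activators.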
FBPA coupling cs: inhibits coupling enzyme system, counter-screen for aldolase hits; coupling enzyme system counterscreen, AmpLite Red fluorescence; activity change, negative = inhibition, % at 58.2 µM, hits read low; hit rate 0.67% among 290,000; in the data active means activity change below about -30%; further: on the % scale 0 is the no-effect control and ±100 the full control effect
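Counterscreen of the coupled detection system alone, without aldolase: glyceraldehyde-3-phosphate coupling enzymes plus AmpLite Red readout. Compounds at 57.5 uM final, 10 min RT preincubation, 20 min RT reaction, fluorescence 525/598 nm.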
TRPV1 agonist: activates the human vanilloid receptor TRPV1; Q8NER1; AID 540275; activation, % at 8.33 µM; hit rate 0.19% among 320,000; TRPV1-expressing cells, Fluo-8 calcium influx, agonist mode; in the data active means activation above about 80%; inconclusive means between about 30% and that limit; further: 0% is about no effect
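Fluo-8 calcium influx in TRPV1-expressing cells, kinetic read (ex 480/em 520 nm). Compound added and read 3 min for agonist activity, followed by capsaicin at EC20 final and 2 min further read for enhancement.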
KCNH2 WT inh: blocks the wildtype human KCNH2 potassium channel | Q12809 | hit rate 0.37% among 340,000 | activity change, % at 1.84 µM | U2OS, BacMam KCNH2, thallium flux FluxOr; active compounds read low;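 active means maximum activity change below -70%; inconclusive means maximum activity change between -70% and -50%; inactive means maximum activity change above -50%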; further: on the % scale 0 is the no-effect control and ±100 the full control effect
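U2OS cells transduced with wild-type KCNH2 virus are loaded with FluxOr dye for 45 min, and thallium flux is measured in kinetic reads before and after stimulation buffer. Rate constants are normalized to DMSO controls.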
GALK inh: blocks human galactokinase activity; Purified GALK, Kinase-Glo residual ATP luminescence; P51570; hit rate 0.007% among 270,000; Potency, µM (highest dose often 57.5 µM), without a hit: at the top dose activity change, negative = inhibition, usual class: inhibitors; further: potency means the concentration at half of the fitted maximal effect; on the % scale 0 is the no-effect control and ±100 the full control effect
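Compounds were pin-transferred into ATP buffer (35 uM final), then GALK plus galactose (5 nM, 100 uM final) was added. After 1 h at room temperature, Kinase-Glo Plus was added and luminescence read after 10 min.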
An asterisk follows results filed as active; ? = inconclusive; nt = no result given; [ ] = remark or other dose. Unless noted, the call rests on the fitted dose curve; in most records, active means well fitted curve in the direction sought with a large enough effect; inconclusive means small, poorly fitted or top-dose-only effect, or another doubt; inactive means no such curve, though single readings can be large; an effect the other way counts as inactive or inconclusive. A portion of the library; rates above refer to the full screens.

SMILES	CXXC DNA block	Menin-MLL TR inh	B2AR arrestin	USP2a block	KCNH2 3.1 inh	Giardia kill	PKM2 activator	FBPA coupling cs	TRPV1 agonist	KCNH2 WT inh	GALK inh
O=C(Nc1ccc(F)cc1)c1cccc2c1C(=O)N(CC1CCCO1)C2 (stereo not given)	nt	9%	0.0%	1%	17	13	1%	0	-4	-6	nt
COc1ccc(CNC(=O)CN(C(=O)CCC(=O)Nc2ccccn2)c2ccc3c(c2)OCO3)cc1	-5%	-3%	-0.1%	0%	-13	-14	-2%	1	0	-9	-3%
CN(CC(=O)NCc1ccco1)S(=O)(=O)c1ccc(F)cc1	-1%	-13%	0.3%	-1%	-22	5	2%	1	1	1	3%
CCOC(=O)C1=C(C)OC(N)=C(C#N)C1c1c(C)nn(-c2ccccc2)c1Cl (stereo not given)	1%	-15%	-1.0%	0%	-18	13	11%	-51*	-2	-3	1%
CCOC(=O)N1CCc2c(sc3nc4n(c(=O)c23)N=C(C)CS4)C1	6%	-14%	-0.2%	3%	9	11	1%	-7	-5	-2	0%
Cc1ccc(NS(=O)(=O)c2cc(-c3cc(C)no3)ccc2C(C)C)nc1	4%	10%	0.3%	-2%	7	8	12%[0.46 µM]	-26	13	-7	1%
O=C(COc1ccccc1)NS(=O)(=O)c1ccccc1	1%	12%	-0.6%	4%	4	-10	5%	2	-1	-3	0%
COc1ccccc1-c1nc(SCC(=O)Nc2ccccc2F)n[nH]1	0%	nt	-0.7%	-1%	nt	6	1%	nt	3	19	-10%
CCOCCOCN(C#N)c1nc(OC)nc(N(C)C)n1	6%	-5%	-0.3%	2%	8	-4	-5%	1	2	-5	1%
Cc1ccc(N(C(=O)C2CCCC2)C2C=CS(=O)(=O)C2)cc1 (stereo not given)	0%	-16%	0.0%	1%	-7	-13	-3%	3	-5	0	0%
CC(C)(C)c1ccc(Cn2nnc3c(=O)[nH]c(C4CCCN(C(=O)c5ccco5)C4)nc32)cc1 (stereo not given)	34%[activator]	-18%	-0.1%	2%	-19	69[activator]	nt	2	14	7	-1%
CCOC(=O)c1c(S(=O)(=O)N2CCCCC2C)c(C)n(C)c1C (stereo not given)	3%	nt	-0.2%	2%	16	17	nt	nt	1	8	-1%
COc1ccccc1NC(=O)CN1C(=O)C(C)SC(C)C1=O (stereo not given)	-1%	-15%	-0.6%	10%	5	21	1%	2	4	-1	1%
COc1ccc(-c2coc3c(CN4CCCCC4C)c(O)ccc3c2=O)cc1 (stereo not given)	-3%	0%	0.5%	-1%	-2	-7	nt	-1	1	5	2%
Cc1ccc2nc(SCC(=O)NCc3ccccc3Cl)nc(=O)n2c1	nt	nt	0.5%	0%	-3	-19	nt	nt	1	-7	nt
Cc1ccc(CN2C(=O)CSc3ccc(C(=O)NCCN4CCOCC4)cc32)cc1	9%	-26%	-0.2%	0%	-3	-13	-5%	0	18	8	-5%
CC(NC(=O)C1CCCCC1)C(c1cccs1)N1CCN(C)CC1 (stereo not given)	-13%	nt	-0.7%	0%	3	-4	-3%	5	-2	3	2%
Cc1occc1C(=O)N1CCN(c2ccccc2)CC1	-6%	-10%	-0.5%	4%	4	15	-7%	2	5	-2	nt
N#Cc1ccc(NC(=O)Cn2cnc(S(=O)(=O)N3CCCCC3)c2)cc1	33%[activator]	13%	0.0%	1%	13	-9	0%[0.46 µM]	0	1	-8	6%
COc1cc2c(cc1NC(=O)CN(C)Cc1nc3ccccc3c(=O)[nH]1)oc1ccccc12	-4%	24%	-1.0%	0%	2	4	-3%	-3	2	0	0%
Cc1ccccc1NC(=O)NCCCN1CCN(C)CC1	35%[activator]	-10%	-0.4%	0%	-20	-7	nt	-2	-1	-6	0%
C[C@H](NC(=O)c1nc[nH]c1C(=O)N1CCNCC1)C(=O)OCc1ccccc1	nt	nt	-0.5%	2%	-6	18	nt	nt	-4	2	nt
COc1ccc(CCNS(=O)(=O)c2cccc([N+](=O)[O-])c2)cc1	-1%	0%	-0.1%	0%	-4	?	-1%[11.5 µM]	0	-5	5	7%
CC(=O)Nc1ccc(OS(=O)(=O)c2ccccc2C)cc1	4%	0%	-0.1%	2%	-6	9	1%	1	0	8	-1%
CCNC(=S)NNC(=O)c1cc(C)on1	-16%	2%	-1.0%	3%	7	-6	-6%	2	3	5	4%
CC(=O)c1cccc(NC(=O)COC(=O)COc2c(Cl)cc(Cl)c3ccc(C)nc23)c1	2%	9%	0.2%	4%	6	8	-19%	7	11	-11	-1%
Cc1ccc(-c2nc(C3CCN(S(C)(=O)=O)CC3)no2)cc1	-16%	3%	0.1%	0%	-6	1	-6%	-1	18	6	2%
O=C(CNC(=O)c1ccc(Cl)cc1Cl)OCc1nnc(-c2ccccc2)o1	nt	nt	-0.5%	0%	1	6	nt	nt	0	-30	nt
N#CCSc1ccccc1NC(=O)COC(=O)Cc1c[nH]c2ccccc12	nt	nt	-0.2%	0%	15	-12	nt	nt	1	-2	nt
COc1cccc(COC(=O)C2CCN(S(=O)(=O)c3ccc(C)cc3C)CC2)c1OC	nt	nt	0.0%	1%	-8	2	nt	nt	0	0	nt
Cc1c(NC(=O)C(c2ccccc2)c2ccccc2)cccc1C(=O)O	-7%	nt	-0.1%	2%	-1	21	-2%	9	0	-2	-2%
O=c1c2cn[nH]c2nc(SCc2cc(=O)n3cc(Br)ccc3n2)n1-c1ccc(Br)cc1	9%	23%	0.2%	-9%	-7	5	-1%	4	-2	-4	-1%
O=c1c2cc3c(cc2[nH]c(=S)n1CCN1CCOCC1)OCO3	-1%	-13%	0.6%	3%	1	6	-3%	1	1	4	-1%
CC(=O)C1=C(c2ccccc2)NC(=S)NC1c1cc(Cl)c(OC(C)C)c(Cl)c1 (stereo not given)	12%	3%	-0.1%	-10%	5	20	-2%	2	9	-6	-1%
O=C(Nc1ccc(Oc2c(F)c(F)c(F)c(F)c2F)cc1)OC1CCN2Cc3ccccc3N=C12 (stereo not given)	22%	?	-0.3%	-4%	-100*	-18	-4%	0	-11	-83*	6%
Cc1ccc(OCC(=O)N/N=C\c2cn(C)c3ccccc23)c([N+](=O)[O-])c1	0%	?	-0.3%	4%	-5	22	0%	0	-2	1	0%
CCOC(=O)C1CCN(C(=O)Cn2cc(C(=O)c3ccco3)c3ccccc32)CC1	-7%	?	nt	nt	-8	13	-6%	0	1	4	-3%
COc1cccc2sc(Nc3nnc(-c4ccc(F)cc4)o3)nc12	25%	?	-0.8%	-5%	12	-4	-4%	-4	4	?	-10%
COc1ccccc1NC(=O)CN1CCOCC1	-5%	9%	0.2%	-1%	9	-19	0%	1	1	1	-4%
CCn1c(=O)n(Cc2ccco2)c(=N)c2c3c(sc21)COC(C)(C)C3	2%	4%	-0.3%	-1%	-7	2	-18%	0	13	2	-2%
COc1ccc(NS(=O)(=O)c2cc(C(=O)N3CCC3)ccc2C)cc1	nt	nt	0.0%	0%	-20	16	nt	nt	0	-2	nt
CC(C)CNC(=O)CC(NCC(C)C)C(=O)O (stereo not given)	-1%	4%	-0.5%	0%	nt	nt	10%	-5	4	nt	-2%
O=C(NCC1CCCO1)c1sc2ccccc2c1Cl (stereo not given)	12%	4%	0.3%	0%	-15	-26	-16%	2	12	-28	-4%
CCC1CCC2(CC1)NC(=O)N(CC(=O)N1CCc3ccccc31)C2=O (stereo not given)	nt	nt	0.3%	0%	-16	11	nt	nt	nt	-6	nt
CCc1nc2ccccc2c(C(=O)OC2CCOC2=O)c1C (stereo not given)	-2%	15%	-0.2%	-2%	-9	14	-21%	3	9	-3	2%
Nc1c(C(=O)c2ccc(Cl)cc2)sc2c1c(=O)[nH]c(=O)n2-c1ccccc1	2%	24%	-1.4%	3%	-2	5	-21%	6	2	-3	0%
O=C1c2cccc3cccc(c23)C(=O)N1c1ccc(O)cc1	-2%	1%	-0.9%	2%	13	?	4%	2	-1	12	-1%
NS(=O)(=O)c1ccc(NS(=O)(=O)c2ccc(Br)cc2)cc1	6%	-1%	-0.8%	2%	10	-1	0%	-2	0	1	0%
CCc1ccccc1OCC(=O)NC1CCCC1	5%	14%	-0.2%	-2%	2	5	3%	3	-1	3	0%
O=C(CSc1ccc2c(c1)OCCO2)NCC1CCCO1 (stereo not given)	-1%	-3%	3.5%	0%	12	-2	-16%	1	6	-1	1%
